Source: PubChem BioAssay
hcDAF12 agonist: H. contortus DAF-12 nuclear receptor activators, primary screen, cell-based, luminescence, HEK293, lit1-tk-luc reporter; activation, % at 6.8 µM; HEK293 hcDAF-12 lit1-tk-luc reporter; 0% DMSO, 100% Δ7-dafachronic acid; 370,000 compounds, 1.4% hits;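 active means activation above the mean of all tested compounds plus 3 SD, cut at about 5.5% in these data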;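 further: 100% = response to 3 µM Δ7-dafachronic acid high control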
NPR1 activator: GC-A stimulated cGMP production enhancers – HEK293 GC-A cells, cGMP TR-FRET, EC30 ANP, primary screen | activation, % at 10 µM | 370,000 compounds, 0.14% hits | 0% at EC30 ANP, 100% saturating ANP | Atrial natriuretic peptide receptor 1 (Homo sapiens), P16066; in the data active means activation above about 40%
sPLA2-III inh: human group III sPLA2 inhibitors, primary screen, biochemical, QFRET, BODIPY PC-A2 liposome substrate | AID 743126, 2013 | QFRET BODIPY PC-A2 liposome hydrolysis, fluorescence | 370,000 compounds, 0.56% hits | Group 3 secretory phospholipase A2 (Homo sapiens), Q9NZ20 | inhibition, % at 12.2 µM;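 active means inhibition above mean plus 3 SD of compounds lying within the high and low control bounds, cut at about 19% in these data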;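 further: 0% = median of test compound wells and 100% = no enzyme DMSO wells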
Target sequence (Q9NZ20 whole entry, looked up): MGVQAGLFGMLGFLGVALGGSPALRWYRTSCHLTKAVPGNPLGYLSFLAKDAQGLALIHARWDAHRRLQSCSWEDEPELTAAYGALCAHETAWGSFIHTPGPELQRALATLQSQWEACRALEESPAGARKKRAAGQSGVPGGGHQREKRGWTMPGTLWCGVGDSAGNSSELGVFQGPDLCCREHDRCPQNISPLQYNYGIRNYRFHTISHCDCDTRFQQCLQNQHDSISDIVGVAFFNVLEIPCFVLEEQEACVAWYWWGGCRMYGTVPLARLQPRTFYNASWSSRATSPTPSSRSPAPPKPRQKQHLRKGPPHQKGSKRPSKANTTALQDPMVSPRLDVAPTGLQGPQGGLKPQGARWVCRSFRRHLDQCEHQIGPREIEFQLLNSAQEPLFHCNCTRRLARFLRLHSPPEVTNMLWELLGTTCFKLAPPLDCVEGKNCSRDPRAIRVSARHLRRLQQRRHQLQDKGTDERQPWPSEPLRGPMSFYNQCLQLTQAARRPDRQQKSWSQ
DAX1 inh-1: DAX1 (NR0B1) inhibitors on StAR promoter, primary screen, cell-based, luminescence, SF-1 (NR5A1), full-length DAX-1. HEK293T StAR-luciferase reporter, SF-1/DAX-1 repression relief. 370,000 compounds, 1.1% hits. AID 652010, 2013. inhibition, % at 6.8 µM;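 active means inhibition above the mean over all tested compounds plus 3 SD, cut at about 3.6% in these data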;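 further: 0% = DAX-1 cells with DMSO and 100% = cells lacking DAX-1 with DMSO; higher inhibition means more luminescence from relief of DAX-1 repression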
ssDAF-12 act: S. stercoralis DAF-12 nuclear receptor activators, primary screen, cell-based, luminescence, HEK293, GRIP1 co-expression, lit1-tk-luc; Nuclear hormone receptor DAF-12 (Strongyloides stercoralis); HEK293 ssDAF-12/GRIP1 lit1-tk-luc reporter; % of 3 µM dafachronic acid response; activation, % at 6.8 µM; 370,000 compounds, 1% hits; AID 652126, 2013;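 active means activation above the mean over all tested compounds plus 3 SD, cut at about 0.9% in these data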;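 further: 0% = DMSO-only wells and 100% = 3 µM delta7-dafachronic acid wells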
DAX1 inh-2: DAX1 (NR0B1) inhibitors, primary screen, cell-based, HEK293, Gal4-DAX1, luciferase luminescence; Nuclear receptor subfamily 0 group B member 1 (Homo sapiens), P51843; HEK293 Gal4-DAX1 luciferase reporter; inhibition, % at 6.75 µM; 340,000 compounds, 0.99% hits; AID 504766, 2011;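 active means inhibition above the mean over all tested compounds plus 3 SD, cut at about 4.2% in these data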;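 further: 0% = DAX1-transfected cells with DMSO and 100% = empty-vector control cells with DMSO; inhibition shows as a rise in luminescence from relieved DAX1 repression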
Target sequence (P51843 207-470 limits assumed): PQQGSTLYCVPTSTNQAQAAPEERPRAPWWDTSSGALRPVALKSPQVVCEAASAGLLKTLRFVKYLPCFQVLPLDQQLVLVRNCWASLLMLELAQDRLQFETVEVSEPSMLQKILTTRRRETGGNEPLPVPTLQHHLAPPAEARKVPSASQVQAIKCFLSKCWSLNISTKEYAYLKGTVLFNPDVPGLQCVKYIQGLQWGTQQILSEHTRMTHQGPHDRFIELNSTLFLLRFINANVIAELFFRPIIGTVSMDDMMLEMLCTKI
hgDAF-12 ag: H. glycines DAF-12 receptor agonists, primary screen, cell-based, luminescence, HEK293, GAL4 fusion, UAS-luciferase; Nuclear hormone receptor DAF-12 (Heterodera glycines), GAL4 fusion; HEK293 GAL4-hgDAF12 UAS-luciferase reporter, agonist luminescence; normalized to butyrate control; activation, % at 6.8 µM; 370,000 compounds, 1.8% hits; AID 687014, 2013;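 active means activation above a cutoff set at the mean of all screened compounds plus 3 SD, cut at about 10% in these data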;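 further: 0% = DMSO wells and 100% = sodium butyrate wells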
GAA850 FXN act: FXN promoter activators, primary screen, cell-based, luciferase luminescence, HEK293 lucGAA850 | HEK293 lucGAA850 FXN promoter luciferase reporter, 24 h; percent of 10 µM SAHA response | activation, % at 6 µM | 360,000 compounds, 0.56% hits;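 active means activation above the average of all compounds screened plus 3 SD, cutoff fixed separately per campaign, cut at about 7.5% in these data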;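 further: 0% = DMSO wells and 100% = 10 µM SAHA wells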
NPR2 activator: human GC-B receptor activators, primary screen, HEK293 GC-B cells, cGMP TR-FRET, EC30 CNP | AID 1920062, 2024 | 0% at EC30 CNP, 100% saturating CNP | activation, % at 10 µM | Atrial natriuretic peptide receptor 2 (Homo sapiens), P20594 | 370,000 compounds, 0.11% hits;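 active means activation at 10 µM reaching about 35% in either raw or pattern-adjusted values, limit read from the data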
SMARCA2 act: SMARCA2 (BRM) function activators, primary screen, cell-based, luminescence, high throughput; MG213 cells, MMTV-luciferase reporter, dexamethasone, overnight; activation, % at 9.1 µM; 370,000 compounds, 1% hits; in the data active means activation above about 7.8%;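 further: 0% = vehicle wells and 100% = reference activator wells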
KLK7 zymogen act: proKLK7 zymogen activators, primary screen, biochemical, fluorescence intensity; 370,000 compounds, 0.9% hits; activation, % at 7 µM; purified proKLK7, EDANS-DABCYL substrate fluorescence; 100% is mature enzyme control, 0% vehicle;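 active means activation above the mean of all tested compounds plus 3 SD, computed per campaign excluding outliers beyond control limits, cut at about 13% in these data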
Target sequence (P49862 whole entry, looked up): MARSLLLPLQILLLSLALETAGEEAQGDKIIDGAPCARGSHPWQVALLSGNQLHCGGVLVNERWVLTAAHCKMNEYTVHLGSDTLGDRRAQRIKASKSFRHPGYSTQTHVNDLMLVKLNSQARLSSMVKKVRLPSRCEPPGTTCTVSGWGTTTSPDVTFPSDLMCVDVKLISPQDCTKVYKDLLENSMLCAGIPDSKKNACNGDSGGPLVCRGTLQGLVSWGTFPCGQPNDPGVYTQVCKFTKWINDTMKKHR
* marks the source's active call; other numbers are inactive results. No enrichment for hits. Share with any hit: about 6.7%.

For CCC(C)NC(=O)CS(=O)(=O)Cc1nc(-c2cccc(OC)c2)oc1C (configuration not stated) the results were hcDAF12 agonist 0.7, NPR1 activator -6, sPLA2-III inh -5, DAX1 inh-1 -0.9, ssDAF-12 act -0.6, DAX1 inh-2 0.6, hgDAF-12 ag 1.0, GAA850 FXN act 2.1, NPR2 activator -4, SMARCA2 act 4 and KLK7 zymogen act -0.4.
Screening Cc1c(C(=O)c2ccc(F)cc2F)c2ccccn2c1CCc1ccccn1 returned hcDAF12 agonist -1.7, NPR1 activator -13, sPLA2-III inh 5, DAX1 inh-1 -1.9, ssDAF-12 act -1.1, DAX1 inh-2 -0.3, hgDAF-12 ag 5.0, GAA850 FXN act -0.6, NPR2 activator -17, SMARCA2 act -2 and KLK7 zymogen act 7.4.
CS(=O)(=O)c1ccc2nc(NC(=O)C3CC3)sc2c1 was read as hcDAF12 agonist -2.0, NPR1 activator -2, sPLA2-III inh 0, DAX1 inh-1 -0.8, ssDAF-12 act -2.4, hgDAF-12 ag 0.8, GAA850 FXN act 1.7, NPR2 activator 3, SMARCA2 act 3 and KLK7 zymogen act -0.1.
Screening COc1ccc(CNC(=S)N/N=C(/C)c2ccccc2)cc1 returned hcDAF12 agonist 4.5, NPR1 activator -1, sPLA2-III inh 8, DAX1 inh-1 0.9, ssDAF-12 act -0.6, hgDAF-12 ag 8.8, GAA850 FXN act 2.2, NPR2 activator 5, SMARCA2 act 2 and KLK7 zymogen act 0.4.
For Clc1ccc(Nc2ncnc3c2cnn3-c2ccccc2)cc1 the results were hcDAF12 agonist 0.2, NPR1 activator 7, sPLA2-III inh -4, DAX1 inh-1 1.8, ssDAF-12 act -1.5, DAX1 inh-2 1.0, hgDAF-12 ag 1.9, GAA850 FXN act 2.9, NPR2 activator -7, SMARCA2 act 0 and KLK7 zymogen act 0.3.
For CN(Cc1ccccc1)C(=O)C(C(=O)c1ccc(F)cc1)n1cc(Cl)ccc1=O (configuration not stated) the results were hcDAF12 agonist -0.1, NPR1 activator -9, sPLA2-III inh 6, DAX1 inh-1 1.8, ssDAF-12 act -0.6, DAX1 inh-2 -0.4, hgDAF-12 ag 9.2, GAA850 FXN act 3.2, NPR2 activator -3, SMARCA2 act 1 and KLK7 zymogen act -0.3.
For Cn1c(=O)n(Cc2ccccc2)c(=O)c2c1nc1n2CCCN1C1CCCCC1 the results were hcDAF12 agonist -1.7, NPR1 activator 16, sPLA2-III inh 0, DAX1 inh-1 0.2, ssDAF-12 act -1.4, DAX1 inh-2 -0.3, hgDAF-12 ag 0.9, GAA850 FXN act 2.6, NPR2 activator 24, SMARCA2 act -1 and KLK7 zymogen act 0.1.
Screening COc1ccc(-n2c(SCc3nc4ccccc4[nH]3)nc3ccccc3c2=O)cc1 returned hcDAF12 agonist 0.6, NPR1 activator 1, sPLA2-III inh 5, DAX1 inh-1 -0.5, ssDAF-12 act -1.5, hgDAF-12 ag 0.8, NPR2 activator 10, SMARCA2 act -5 and KLK7 zymogen act -0.6.
O=C(O)C1Cc2ccccc2CN1C(=O)COc1ccc(Br)cc1 (configuration not stated) was read as hcDAF12 agonist 0.9, NPR1 activator 3, sPLA2-III inh 0, DAX1 inh-1 1.3, ssDAF-12 act -1.8, DAX1 inh-2 -0.5, hgDAF-12 ag -2.4, GAA850 FXN act -0.1, NPR2 activator 1, SMARCA2 act -1 and KLK7 zymogen act -0.8.
Screening CCN(CC)S(=O)(=O)c1cc([N+](=O)[O-])ccc1N1CCC(C(N)=O)CC1 returned hcDAF12 agonist -2.0, NPR1 activator -1, sPLA2-III inh 4, DAX1 inh-1 -0.1, ssDAF-12 act -1.2, DAX1 inh-2 -0.3, hgDAF-12 ag -1.8, GAA850 FXN act 2.0, NPR2 activator 3, SMARCA2 act -4 and KLK7 zymogen act -1.1.
`COc1ccc(Cl)cc1-c1cc(C(=O)Nc2ccccc2)[nH]n1` gave hcDAF12 agonist 3.5, NPR1 activator 35, sPLA2-III inh -6, DAX1 inh-1 3.5, ssDAF-12 act 0.0, hgDAF-12 ag 6.2, GAA850 FXN act -3.4, NPR2 activator 29, SMARCA2 act 0 and KLK7 zymogen act 0.1.
Screening Cc1cc([N+](=O)[O-])nn1CC(=O)NCc1ccc(Cl)cc1 returned hcDAF12 agonist -1.2, NPR1 activator -5, sPLA2-III inh -3, DAX1 inh-1 -0.8, ssDAF-12 act -0.5, DAX1 inh-2 2.4, hgDAF-12 ag -2.2, GAA850 FXN act -0.4, NPR2 activator 3, SMARCA2 act 3 and KLK7 zymogen act 0.4.
CC1=C(C(=O)OCc2ccccc2)C(c2ccsc2)NC(=O)N1C (configuration not stated) was read as hcDAF12 agonist -2.2, NPR1 activator -2, sPLA2-III inh -6, DAX1 inh-1 -0.9, ssDAF-12 act -1.6, DAX1 inh-2 -1.4, hgDAF-12 ag -5.6, GAA850 FXN act 0.6, NPR2 activator -2, SMARCA2 act -6 and KLK7 zymogen act -0.7.
For Cn1ncc(Br)c1N1C(=O)CCC1=O the results were hcDAF12 agonist -0.9, NPR1 activator 1, sPLA2-III inh -3, DAX1 inh-1 0.0, ssDAF-12 act -1.4, hgDAF-12 ag -2.5, GAA850 FXN act 1.2, NPR2 activator 0, SMARCA2 act -2 and KLK7 zymogen act -0.1.
For CCOC(=O)c1nsnc1NCCSC(=N)N the results were hcDAF12 agonist 0.0, NPR1 activator 7, sPLA2-III inh -1, DAX1 inh-1 -0.2, ssDAF-12 act -1.1, DAX1 inh-2 -0.2, hgDAF-12 ag 0.9, GAA850 FXN act 2.7, NPR2 activator -5, SMARCA2 act 0 and KLK7 zymogen act -9.5.
Screening O=C(NCCCN1CCCCC1)c1ccc(CS(=O)c2ccc(F)cc2)o1 (configuration not stated) returned hcDAF12 agonist -0.3, NPR1 activator 1, sPLA2-III inh 10, DAX1 inh-1 0.1, ssDAF-12 act -0.7, DAX1 inh-2 0.9, hgDAF-12 ag -1.8, GAA850 FXN act 0.1, NPR2 activator -3, SMARCA2 act 1 and KLK7 zymogen act 0.9.
Cc1ccccc1NC(=O)Cn1nnc(C(=O)NCc2ccco2)c1N was read as hcDAF12 agonist -1.1, NPR1 activator 0, sPLA2-III inh 3, DAX1 inh-1 -0.7, ssDAF-12 act -1.6, DAX1 inh-2 -0.7, hgDAF-12 ag -1.0, GAA850 FXN act -3.1, NPR2 activator -1, SMARCA2 act 1 and KLK7 zymogen act 0.2.
Screening Cc1cc(C)cc(OCCNC(=O)c2cc(S(=O)(=O)N3CCOCC3)ccc2F)c1 returned hcDAF12 agonist -1.1, NPR1 activator 1, sPLA2-III inh -4, DAX1 inh-1 -0.6, ssDAF-12 act -1.1, DAX1 inh-2 -1.0, hgDAF-12 ag -0.2, GAA850 FXN act 1.2, NPR2 activator -3, SMARCA2 act -3 and KLK7 zymogen act 0.1.
NNC(=O)c1cc(-c2cccs2)nc2ccccc12 was read as hcDAF12 agonist -1.2, NPR1 activator 0, sPLA2-III inh -6, DAX1 inh-1 -2.2, ssDAF-12 act -1.5, DAX1 inh-2 -1.9, hgDAF-12 ag 2.5, GAA850 FXN act -2.0, NPR2 activator 2, SMARCA2 act -3 and KLK7 zymogen act -30.
Screening COc1cc2c(cc1OC)-c1cc(Nc3ccc(C(=O)O)cc3)nc(=O)n1CC2 returned hcDAF12 agonist -1.9, NPR1 activator 0, sPLA2-III inh 0, DAX1 inh-1 -0.1, ssDAF-12 act -1.6, DAX1 inh-2 0.5, hgDAF-12 ag -1.8, GAA850 FXN act 1.0, NPR2 activator 3, SMARCA2 act -1 and KLK7 zymogen act 0.6.
`COc1ccc2c(C)cc(SCC(=O)N3CCOCC3)nc2c1` gave hcDAF12 agonist -0.3, NPR1 activator -3, sPLA2-III inh 1, DAX1 inh-1 -0.3, ssDAF-12 act -0.5, DAX1 inh-2 -1.1, hgDAF-12 ag 1.3, GAA850 FXN act 0.2, NPR2 activator 2, SMARCA2 act -2 and KLK7 zymogen act -0.6.
COc1ccc(CCNC(=O)C23CCC(C)(C(=O)C2Br)C3(C)C)cc1OC (configuration not stated) was read as hcDAF12 agonist -1.8, NPR1 activator 2, sPLA2-III inh -3, DAX1 inh-1 -0.5, ssDAF-12 act -1.0, DAX1 inh-2 1.5, hgDAF-12 ag -0.5, GAA850 FXN act 1.5, NPR2 activator 0, SMARCA2 act -1 and KLK7 zymogen act 0.2.
`Cc1cc(NC(=O)c2ccccc2F)cc(C)c1OCC(=O)N1CCOCC1` gave hcDAF12 agonist 0.7, NPR1 activator -2, sPLA2-III inh -5, DAX1 inh-1 1.6, ssDAF-12 act -0.5, DAX1 inh-2 0.1, hgDAF-12 ag 1.6, GAA850 FXN act 2.0, NPR2 activator 2, SMARCA2 act 0 and KLK7 zymogen act 0.4.
`COCCNC(=O)COC(=O)c1cc(-c2ccc(OC)cc2)nc2ccccc12` gave hcDAF12 agonist 0.6, NPR1 activator 12, sPLA2-III inh -13, DAX1 inh-1 -0.5, ssDAF-12 act -1.4, DAX1 inh-2 -0.3, hgDAF-12 ag 4.8, GAA850 FXN act 2.6, NPR2 activator -3, SMARCA2 act 0 and KLK7 zymogen act 137*.
For O=C(CCC(=O)c1ccccc1)NCc1cccc(C(F)(F)F)c1 the results were hcDAF12 agonist -1.5, NPR1 activator 1, sPLA2-III inh 1, DAX1 inh-1 0.4, ssDAF-12 act -1.1, DAX1 inh-2 -0.3, hgDAF-12 ag 5.8, GAA850 FXN act 0.9, NPR2 activator 1, SMARCA2 act 0 and KLK7 zymogen act -0.7.
